LDHA inh – qHTS assay for inhibitors of human lactate dehydrogenase. 480,000 compounds, 0.15% hits. activity change, % (values are at about 110 or 230 µM). purified LDHA, NADH/diaphorase-resazurin fluorescence; hits give low values. AID 1347041, 2019. L-lactate dehydrogenase A chain (Homo sapiens), P00338; in the data active = activity change below about -30%; inconclusive = mostly about -25% to -30%;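 note: plate controls were DMSO wells for no effect and wells without enzyme for full effect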
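Human LDH5 (2 nM) was incubated with 0.06 mM NADH and 0.2 mM pyruvate for 5 min at room temperature in Tris pH 7.4. Remaining NADH was coupled through diaphorase/resazurin, and resorufin fluorescence was read at 0 and 20 min.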
Vif-APOBEC3F blk – qHTS for Inhibitors of Vif-A3F Interactions: qHTS; HeLa A3F-eYFP + Vif (tagged APOBEC3F with the HIV-1 protein that degrades it), YFP fluorescence increase; Potency, µM (highest dose often 46.1 µM), without a hit: at the highest dose activity, negative = active; 390,000 compounds, 0.2% hits; AID 602313, 2012; note: potency is the fitted concentration of half-maximal effect; % of control where 0% means no effect; nearly all actives have a fitted effect of over 65% in size
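Fluorescence increase (Ex 488/Em 500-530) after overnight compound treatment at 37 deg C flags inhibition of Vif-driven A3F-eYFP loss in stable HeLa A3F-eYFP/Vif cells seeded overnight beforehand.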
TrxR1 substrate – qHTS Assay for Substrates of Mammalian Selenoprotein Thioredoxin Reductase 1 (TrxR1): qHTS; Thioredoxin reductase 1, cytoplasmic (Rattus norvegicus), O89049; purified TrxR1 substrate turnover, NADPH consumption readout; Potency, µM (highest dose often 114 µM), for inactives: top-dose activity change, negative = substrate turnover; 390,000 compounds, 0.01% hits; AID 588456, 2011; note: potency is the fitted concentration of half-maximal effect; % is set by controls: 0 for no effect and ±100 for the full control effect; nearly all actives have a fitted effect of over 50% in size
Target sequence (O89049 whole entry, looked up): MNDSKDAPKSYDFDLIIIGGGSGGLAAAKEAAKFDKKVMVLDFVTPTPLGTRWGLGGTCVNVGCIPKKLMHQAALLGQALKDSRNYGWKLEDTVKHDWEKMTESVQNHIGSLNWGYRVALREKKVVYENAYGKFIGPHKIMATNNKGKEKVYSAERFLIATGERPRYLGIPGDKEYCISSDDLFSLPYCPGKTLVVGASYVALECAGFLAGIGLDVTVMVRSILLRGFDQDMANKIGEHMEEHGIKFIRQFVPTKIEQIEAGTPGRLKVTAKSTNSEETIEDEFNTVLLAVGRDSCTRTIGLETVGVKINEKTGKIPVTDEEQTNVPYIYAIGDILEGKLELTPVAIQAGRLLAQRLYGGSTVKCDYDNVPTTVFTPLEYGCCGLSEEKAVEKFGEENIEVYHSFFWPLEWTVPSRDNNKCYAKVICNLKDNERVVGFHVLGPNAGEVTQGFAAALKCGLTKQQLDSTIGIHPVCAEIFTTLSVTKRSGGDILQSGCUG
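Rat TrxR1, dispensed at 90 nM, was prereduced with 400 uM NADPH (final) for 5 min at ~22 deg C, then incubated with compound 15 min before 400 uM selenite. A first-read NADPH fluorescence drop versus no-compound background flagged substrates.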
PI4K2A inh – qHTS for small molecular inhibitors of PI4K2A | Phosphatidylinositol 4-kinase type 2-alpha (Homo sapiens), Q9BTU6 | purified PI4K2A, ADP-Glo luminescence, 1 h; hits give low values | activity change, negative = inhibition, % at 76.9 µM | 420,000 compounds, 0.13% hits | AID 1346378, 2018; in the data active = activity change below about -50%; inconclusive = mostly about -30% to -49%;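 note: -100% = wells without enzyme as full effect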
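In this quantitative HTS, ADP production by PI4K2A was quantified luminescently after 1 h at ambient temperature; 100 microM adenosine served as plate-quality control.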
IDH1 R132H inh – qHTS for Inhibitors of mutant isocitrate dehydrogenase 1 (IDH1): qHTS; Isocitrate dehydrogenase [NADP] cytoplasmic (Homo sapiens), O75874; 390,000 compounds, 0.093% hits; AID 602179, 2012; IDH1-R132H enzyme, NADPH consumption, diaphorase/resazurin fluorescence; Potency, µM (highest dose often 76.6 µM), inactives show top-dose activity change, negative = inhibition, most hits filed as inhibitors; note: potency is the fitted concentration of half-maximal effect; % is set by controls: 0 for no effect and ±100 for the full control effect; nearly all actives have a fitted effect of over 65% in size
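IDH1-R132H (0.5 ug/mL dispensed) in pH 7.5 Tris buffer was preincubated 30 min with compound, then given a substrate mix of 0.016 mM NADPH and 2 mM alpha-KG for 80 min at room temperature; remaining NADPH was read by diaphorase/resazurin fluorescence.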
RXFP1 ag – qHTS Assay for Agonists of the Relaxin Receptor RXFP1; Relaxin receptor 1 (Homo sapiens), Q9HBX9; HEK293T-RXFP1 cAMP TR-FRET, 30 min; response scale: percent of porcine relaxin response, buffer zero; Potency, µM (series often up to 57.5 µM), without a hit: at the highest dose activation, actives largely listed as activators; 370,000 compounds, 0.3% hits; note: potency is the fitted concentration of half-maximal effect; % is set by controls: 0 for no effect and ±100 for the full control effect; nearly all actives have a fitted effect of over 60% in size; many of its hits are not listed in these tables
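cAMP rise read by TR-FRET after 30 min, 37C compound exposure (up to 58 uM) in RXFP1-transfected HEK293 cells with Ro 20174 present. EC50 from Hill-equation fits, with 29 nM porcine relaxin as 100% and buffer as basal.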
Glioma ERSR ind – qHTS for Inducers of the Endoplasmic Reticulum Stress Response (ERSR) in Human Glioma: qHTS | U87-MG GRP78 promoter luciferase reporter, 16 h | Potency, µM, without a hit: at the highest dose activation, actives largely listed as activators | 420,000 compounds, 0.02% hits | AID 602332, 2012; note: potency is the fitted concentration of half-maximal effect; series mostly up to about 76 µM; % of control where 0% means no effect; nearly all actives have a fitted effect of over 35% in size
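Stably transfected U87-MG glioma cells carrying a GRP78-based luciferase sensor; 16 h compound incubation. Luminescence end-point read 10 min after Bright-Glo addition at room temperature.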
Vif-APOBEC3G blk – qHTS for Inhibitors of Vif-A3G Interactions: qHTS | 410,000 compounds, 0.076% hits | AID 602310, 2012 | Potency, µM (highest dose often 46.1 µM), without a hit: top-dose activity, negative = active, hits mostly inhibitors | HeLa A3G-eYFP + Vif (tagged APOBEC3G with the HIV-1 protein that degrades it), YFP fluorescence, overnight;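 note: potency is the fitted concentration of half-maximal effect; % is set by controls: 0 for no effect and ±100 for the full control effect; nearly all actives have a fitted effect of over 60% in size; hits raise eYFP signal because A3G escapes Vif-driven loss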
Target sequence (Q9HC16 whole entry, looked up): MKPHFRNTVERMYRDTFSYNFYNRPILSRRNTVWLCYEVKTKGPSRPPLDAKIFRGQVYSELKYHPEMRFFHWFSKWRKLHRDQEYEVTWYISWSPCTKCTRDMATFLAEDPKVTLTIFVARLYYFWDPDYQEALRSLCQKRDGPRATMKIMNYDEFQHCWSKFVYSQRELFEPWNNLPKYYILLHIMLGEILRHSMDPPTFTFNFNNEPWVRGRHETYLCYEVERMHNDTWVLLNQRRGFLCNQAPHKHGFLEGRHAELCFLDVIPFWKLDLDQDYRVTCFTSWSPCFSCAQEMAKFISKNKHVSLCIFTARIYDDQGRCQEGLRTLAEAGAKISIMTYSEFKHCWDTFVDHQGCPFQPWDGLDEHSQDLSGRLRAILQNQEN
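HeLa cells stably expressing Vif and C-terminally eYFP-tagged A3G, seeded overnight at 37 deg C, then exposed to compound by pintool overnight at 37 deg C. Rise in yellow fluorescence (Ex 488/Em 500-530, Acumen) marks blocked Vif-driven A3G degradation.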
USP1 inh – Inhibitors of USP1/UAF1: Primary Screen | 390,000 compounds, 0.23% hits | Ubiquitin carboxyl-terminal hydrolase 1 (Homo sapiens), O94782 | recombinant USP1/UAF1, Ub-Rhodamine cleavage fluorescence | AID 743255, 2014 | Potency, µM (titrated, usually from 57.1 µM), inactives show at the top dose activity change, negative = inhibition, actives largely listed as inhibitors; note: potency is the fitted concentration of half-maximal effect; % is set by controls: 0 for no effect and ±100 for the full control effect; nearly all actives have a fitted effect of over 60% in size; inactives centre near -12
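In this screen, compounds sit with the deubiquitinase complex (1nM) for 15 min at room temperature before Ub-Rho is added at 150nM final. Fluorescence rise is then followed for 6 reads every 60 seconds.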
* hit, by the source's call; ? = inconclusive; · = no result given; & = joins results of further samples; [ ] = dose if it differs, or a comment. Unless noted, calls come from the whole dose curve; as a rule, active = well fitted curve in the direction sought with a large enough effect; inconclusive = small, poorly fitted or top-dose-only effect, or another doubt; inactive = no such curve, though single readings can be large; an effect the other way counts as inactive or inconclusive.

SMILES	LDHA inh	Vif-APOBEC3F blk	TrxR1 substrate	PI4K2A inh	IDH1 R132H inh	RXFP1 ag	Glioma ERSR ind	Vif-APOBEC3G blk	USP1 inh
C=CCN(C(=O)CNC(=O)c1ccco1)C(C(=O)NC1CCCC1)c1ccc(OC)cc1 (centres undefined)	-3	17%	-9%[57.1 µM]	0	1%	0.3%	2%	-4%	-18%
COCCNC(=O)NC(=O)COC(=O)C1(c2ccc(Cl)cc2)CC1	-1	2%	5%	4	7%	3.3%	4%	5%	-20%
O=c1cc[nH]c2cc(C(F)(F)F)ccc12	-5	-3%	6%	-5	7%	2.4%	-4%	1%	-7%
CCN1C(c2ccccc2)=C(c2ccccc2)S/C1=C/C=C1\SC(=S)N(C)C1=O	-1	-6%	-3%	0	-1%	-0.5%	-7%	2%	-6%
COc1ccc(/C=N/OCc2ccc(Br)cc2)c(OC)c1	-15	4%	-3%	-5	-2%	-0.4%	4%	1%	-11%
CCOC(=O)c1ccc(NC(=O)Nc2ccccn2)cc1	-6	6%	2%[57.1 µM]	2	-5%	-2.6%	2%	-5%	2%
CC(=O)N1CCc2ccc([N+](=O)[O-])cc21	-4	-15%	-4%[2.29 µM]	5	-9%	·	-2%	3%	1%
Cc1c(Br)c(C(F)(F)F)nn1CC(=O)N1CCCC1	-1	1%	-6%	-4	-1%	1.9%	-2%	0%	16%
COc1ccccc1C1N(c2cc(Cl)ccc2OC)C(=O)C2CCCN21 (centres undefined)	-4	2%	-1%[57.1 µM]	-5	-10%	2.2%	-4%	-2%	-11%
O=C(Nc1cccc2ccccc12)c1cn(-c2ccccc2)nc1-c1cccs1	-4	-6%	10%	0	2%	3.4%	-2%	2%	-8%
COc1ccc(Cl)cc1NC(=O)C1CCCN(S(C)(=O)=O)C1 (centres undefined)	-3	0%	9%	-2	3%	-0.6%	-1%	-2%	-17%
Cc1ccc(S(=O)(=O)Nc2cc(=O)[nH]c3c2CCC3)cc1	1	-12%	-5%	2	4%	1.7%	6%	-4%	-5%
Cc1ccc(NC(=S)NCCC2=CCCCC2)cc1	-7	-10%	-1%[57.1 µM]	1	-2%	2.6%	13%	1%	-3%
CCOc1ccccc1NC1=C(OC)C(=O)C(Nc2ccccc2OCC)=C(OC)C1=O	5	4%	-12%	-1	-6%	·	-6%	0%	4%
O=C1c2ccccc2C(=O)N1c1cc([N+](=O)[O-])ccn1	1	12%	-7%[57.1 µM]	1	1%	-1.6%	-4%	0%	-8%
O=c1c([N+](=O)[O-])c(O)c2ccccc2n1Cc1ccccc1	-2	-3%	4%[57.1 µM]	0	18%	2.1%	-4%	-3%	-19%
Cc1nc(-c2ccc(S(=O)(=O)Nc3ccc(OC(F)(F)F)cc3)cc2)co1	3	-6%	-7%[57.1 µM]	4	-1%	-0.3%	-8%	0%	?
O=C(O)COCC(=O)Nc1ccc2c(c1)CCC2	-6	-10%	14%[57.1 µM]	3	0%	-0.3%	-3%	-4%	-12%
COc1ccc(-c2c(NC(C)=O)n(C)c3ccccc3c2=O)cc1	-7	-9%	98%[activator]	-4	7%	1.5%	-3%	-2%	-3%
O=C(NCc1ccccn1)c1nc(-c2cccs2)no1	-7	-7%	2%	1	15%	0.1%	1%	1%	-20%
O=C(c1noc2c1CSc1ccccc1-2)N1CCN(c2ccc(Cl)cc2)CC1	-2	2%	0%	-1	-2%	-2.3%	-1%	-7%	-27%
Cc1ccc2onc(CC(=O)N3CCN(c4ccc(F)cc4)CC3)c2c1	-1	-4%	-9%	0	4%	-1.3%	-3%	1%	2%
COc1ccc(/C=C(\NC(=O)c2ccccc2)C(=O)N2CCC(C)CC2)cc1	0	-2%	-6%[57.1 µM]	10	0%	-0.8%	-3%	-4%	-6%
CCC1(C)Cc2c(sc3nnn(CC(=O)Nc4ccc(C)cc4)c(=O)c23)CO1 (centres undefined)	0	-7%	-7%	1	5%	1.2%	-2%	0%	-16%
CCN(CC)CCOC(=O)c1ccc([N+](=O)[O-])cc1	-1	9%	-10%[57.1 µM]	-1	5%	-8.0%	10%	0%	-14%
CN(C)c1cccc(C(=O)NC2CCCc3ccccc32)c1 (centres undefined)	-4	-1%	14%	7	11%	2.0%	5%	-1%	-22%
CC12COC3(P(=O)(c4ccccc4)c4ccccc4)CC1CCC23CP(=O)(c1ccccc1)c1ccccc1 (centres undefined)	3	15%	6%	-6	3%	-2.4%	2%	-11%	-19%
CC1(C(=O)NS(=O)(=O)c2cccc(C#N)c2)CCN1C(=O)c1cccc2ccccc12 (centres undefined)	5	·	·	-3	·	·	-5%	-2%	·
Cc1nnc(-c2ccc(N3CCOCC3)c([N+](=O)[O-])c2)o1	0	3%	-3%	-1	5%	0.5%	-3%	-3%	-6%
CNc1ccc(-c2nc(-c3ccccc3C)no2)cc1[N+](=O)[O-]	-4	-6%	-9%	-3	-5%	2.6%	1%	-3%	-24%
COc1cc(OC)cc(C(=O)Nc2c(C)nn(-c3ccccc3)c2C)c1	-2	-1%	1%	-7	-9%	-0.4%	1%	-10%	-7%
Cn1nnnc1SCc1ccc(C(=O)Nc2ccccc2F)cc1	-5	-3%	0%	-10	1%	-1.1%	1%	-5%	5%
CCOCCCNC(C(=O)Nc1ccc(OC)c(Cl)c1)c1ccccc1 (centres undefined)	0	0%	0%	0	6%	1.2%	-1%	4%	-9%
Cc1ccc(-n2cc(-c3ccccc3)c3c(NC4CCCC4)ncnc32)cc1	-3	2%	6%[57.1 µM]	-2	-6%	-0.4%	-2%	-6%	-7%
O=C(Nc1ccc(S(=O)(=O)N2CCOCC2)cc1)c1ccc([N+](=O)[O-])o1	8	10%	-13%	-4	16%	3.6%	-16%	-12%	-7%
CCOc1ccccc1NC(=O)C(CC(C)C)NS(=O)(=O)c1ccc2c(c1)oc(=O)n2C (centres undefined)	-1	-2%	6%	-6	11%	-0.8%	-3%	1%	1%
COc1ccc(-n2c(C)c(C(C)=O)c3cc(OCC(N)=O)ccc32)cc1	-6&-1	-9%	3%	2	6%	-1.9%	-5%	0%	-10%
Oc1ccc(-c2[nH]ncc2-c2cnn(-c3ccccc3)c2)c(O)c1	-7	0%	7%[57.1 µM]	-3	-1%	0.4%	-3%	0%	-24%
O=S(=O)(c1ccccc1)N(c1ccccc1)S(=O)(=O)c1ccccc1	-1	16%	-2%[11.4 µM]	7	3%	·	-7%	0%	-22%
Cc1ccc(S(=O)(=O)N2CCCCC2)cc1NC(=O)CCOc1ccccc1	-10	0%	-10%	-2	9%	0.4%	-4%	2%	-13%
CC1(C)Cc2nc3oc4c(SCC(N)=O)ncnc4c3cc2CO1	-4	6%	-6%	-3	-9%	5.4%	-3%	-1%	-24%
CCN(CCCNC(=O)c1nn(-c2ccc(OC)c(Cl)c2)c(=O)c2c1c1ccccc1n2C)c1cccc(C)c1	-7	1%	-2%	-2	0%	27%	-2%	3%	-3%
CC(C)C[C@@H]1NC(=O)[C@H](C(C)C)NC(=O)c2cc([N+](=O)[O-])cc(I)c2OCC[C@@H](C(N)=O)NC1=O	-2	7%	12%[57.1 µM]	0	-7%	1.4%	-1%	-5%	10%
CCCC(=O)Nc1nc2ccc(NC(=O)c3ccccc3F)cc2s1	-10	-2%	15%	0	6%	5.2%	-3%	?	-24%
Cc1cccc(C)c1NC(=O)C(c1ccccc1)N1CCC2(CC1)OCCO2 (centres undefined)	-9	-8%	5%[57.1 µM]	-8	8%	·	-6%	0%	-10%
CCC1(C(=O)OC)NC(c2cccc(F)c2)C2C(=O)N(C)C(=O)C21 (centres undefined)	-2	0%	-8%	-1	1%	·	-3%	0%	-2%
CC1CCCCN1C(=O)CCS(=O)(=O)c1cccc2nonc12 (centres undefined)	-10	-24%	11%[57.1 µM]	0	4%	-0.7%	3%	0%	-3%
O=C(NCc1cccc(Cl)c1)c1ccc2ccccc2n1	0&6	7%	0%	-3	-3%	-1.7%	0%	-1%	-14%
CCCn1c(NC(=O)c2ccc(F)cc2)nc2ccccc21	-4	-2%	11%[57.1 µM]	-5	11%	?	-2%	0%	-12%
Cn1ccnc1SCC(=O)c1ccc(F)cc1	-8	5%	0%	-2	-1%	·	-2%	1%	-9%
CN(CC(=O)Nc1ccc(Cl)c(C(F)(F)F)c1)C(=O)C1CC(=O)N(C2CCCC2)C1 (centres undefined)	-6	3%	-5%	-5	-17%	-0.9%	1%	-25%	-6%
COc1ccc(C2=NS(=O)(=O)N(C)C(C(=O)NCc3ccc4c(c3)OCO4)=C2)cc1OC	-1	-1%	-6%	2	2%	4.2%	-4%	-2%	-15%

The list is partial; count on the stated rates, not on these rows.
